TcdB GH inh – TcdB glycohydrolase inhibitors, primary screen, biochemical, single point, plate reader; Toxin B (Clostridioides difficile), P18177; TcdB glycohydrolase enzymatic assay; inhibition, % at 9.99 µM; hit rate 0.24% among 350,000; AID 652162, 2013; in the data active = inhibition above about 10%
Anthrax LF inh2 – Bacillus anthracis LF protease inhibitors, primary screen, biochemical, multiplex microsphere, MLPCN library | Lethal factor (Bacillus anthracis), P15917 | multiplex microsphere protease cleavage assay | inhibition, % at 10 µM | hit rate 0.12% among 360,000 | AID 588501, 2011; note: plate controls were buffer without enzyme for full effect and enzyme alone for no effect
PrPC surface inh – inhibitors of human cell surface prion protein PrPC, primary screen, cell-based, TR-FRET | Major prion protein (Homo sapiens), P04156 | TR-FRET read-out | inhibition, % at 13.8 µM | hit rate 0.43% among 370,000; in the data active = inhibition above about 24%; note: 0% = median of the test wells and 100% = reference compound wells
BoNT A protease – BoNT/A light chain protease inhibitors, primary screen, biochemical, flow cytometry, MLPCN library; hit rate 0.17% among 360,000; multiplex microsphere protease substrate cleavage; inhibition, % at 10 µM; note: plate controls were buffer without enzyme for full effect and enzyme alone for no effect
BH1578 lux ind – inducers of Vibrio cholerae quorum light production without autoinducers, primary screen, BH1578 luxS cqsA deficient, single point; V. cholerae BH1578 lux reporter, luminescence, 6 h; activation, % at 18.7 µM; hit rate 0.16% among 350,000; in the data active = activation mostly above about 9.7%, no sharp cut-off; inconclusive = no clear call, values can overlap the other calls; inactive = mostly below about 3.7%; note: not every result past the cut was called active; inactives centre near 0; reference of the scale not given here
PfHsp40 rescue – rescue of yeast from PfHsp40 toxicity, primary screen, S. cerevisiae, ATP luminescence; growth rescue, % at 12.5 µM; AID 504582, 2011; hit rate 0.68% among 340,000; S. cerevisiae expressing PfHsp40, growth rescue; in the data active = growth rescue above about 28%, passing the limit was not always enough; inconclusive = no clear call, values can overlap the other calls;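 note: yeast W303a lacking pdr1 and pdr3 grown in galactose medium; growth measured after three days at 30 °C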
SSB-PriA inh – inhibitors of Klebsiella pneumoniae PriA binding to SSB C-terminal tail, primary screen, biochemical, AlphaScreen. inhibition, % at 33 µM. hit rate 0.6% among 430,000. PriA–SSB C-terminal tail interaction (Klebsiella pneumoniae). AlphaScreen SSBct-PriA binding, biotinylated peptide; in the data active = inhibition mostly above about 37%, no sharp cut-off; inactive = mostly below about 20%;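 note: plate controls were negative control peptide for no effect and reference peptide for full effect; strong numbers were not always called active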
Yp Topo-I inh – Yersinia pestis topoisomerase I inhibitors, primary screen, biochemical, cleavage product accumulation, plate reader, single point | DNA topoisomerase I (Yersinia pestis CO92) | Y. pestis Topo-I cleavage product accumulation | activity, % at 10 µM | hit rate 0.064% among 360,000; in the data active = activity above about 50%, passing the limit was not always enough; inconclusive = no clear call, values can overlap the other calls; note: inactives centre near 2
3CLpro inhibitor – SARS-CoV 3CLpro protease inhibitors, primary screen, biochemical, quenched FRET; Replicase polyprotein 1ab (Severe acute respiratory syndrome coronavirus), P0C6X7; recombinant SARS-CoV 3CLpro, quenched FRET peptide cleavage; inhibition, % at 6 µM; hit rate 0.14% among 290,000; AID 1706, 2009; in the data active = inhibition above about 12%
The depositor's hits bear a star; i = inactive; ? = inconclusive; . = no result given; & = joins results of further samples. Cut-off read from the data, not from the text of the source, unless noted: active = inhibition above about 30%; inconclusive = no clear call, values can overlap the other calls; inactive = below that. The list is partial; count on the stated rates, not on these rows.

SMILES	TcdB GH inh	Anthrax LF inh2	PrPC surface inh	BoNT A protease	BH1578 lux ind	PfHsp40 rescue	SSB-PriA inh	Yp Topo-I inh	3CLpro inhibitor
CCC(=O)[C@@H](C)[C@@H](OC(C)=O)[C@H](C)C[C@@H](C)[C@H]1OC(=O)C[C@@]2(O)CC=C(C)C(O2)C(C)=CCCC[C@H](O[C@H]2C[C@@H](OC(N)=O)[C@H](OC(C)=O)[C@@H](C)O2)C=C[C@H](C)C[C@H]1C	-0.6	-1.4	2.5	-0.4	.	.	.	.	.
O=C(CC1C(=O)NCCN1Cc1ccc(F)cc1)NCCOc1cccnc1 (stereo not given)	0.9	-1.7	4.3	-0.6	-0.4	0.3	-1.1	8.4	-1.4
COc1ccc(CCNC(=O)c2ccc3nc(-c4ccco4)c(-c4ccco4)nc3c2)cc1OC	.	4.4	.	16.6	-0.6	4.2	5.3	8.0	1.3
Cc1ccc2c(c1)Cc1nc3ccccc3nc1-2	0.0	-1.1	-14.4	2.6	-0.3	?	-4.0	3.8	2.4
O=C(O)c1cccc(Nc2nc3ccccc3nc2NS(=O)(=O)c2ccc(F)cc2)c1	1.7	-3.5	10.1	0.1	1.5	-1.5	0.3&-7.0	-7.7	.
CC(=O)Nc1ccc(NC(=O)CSc2nnc3c4ccccc4n(C)c3n2)cc1	0.6	-7.2	-8.8	-1.5	-0.1	.	-0.8	9.6	-1.9
Cc1cc(C(=O)NC(=S)Nc2cccc(C(=O)O)c2C)ccc1[N+](=O)[O-]	1.2	2.2	-9.2	-0.8	0.9	2.4	-4.8	-4.6	2.9
COc1cc2c(cc1OC)C(C)N(C(=O)C(NC(=O)c1ccccc1)C(C)C)CC2 (stereo not given)	0.8	-9.0	-6.5	1.9	-0.4	1.1	-11.5	1.3	-4.5
Cc1ccc(NC(=O)c2ccc(CSc3nccc(C)n3)cc2)cc1	0.1	-8.4	-4.5	0.7	.	3.1	4.2	16.5	5.1
Cc1cc2nnc(SCC(=O)NCC(c3ccccc3)N(C)C)n2c2ccccc12 (stereo not given)	0.7	-2.8	-9.7	-0.8	-0.2	0.4	-1.9	24.0	1.8
Cc1ccc(C)c2[nH]c(=O)c(CN(Cc3ccc4c(c3)OCO4)Cc3nnnn3Cc3ccco3)cc12	.	-3.3	2.0	-0.6	-0.5	-0.4	11.5	23.7	0.0
CCCCCCN=Cc1c(O)n(C)c(=O)n(C)c1=O	.	5.3	-1.0	1.1	-1.6	0.0	-3.9	1.6	-4.8
COc1ccc(/C(C)=C2\SC(=S)N(CCC(=O)O)C2=O)cc1	.	-0.2	-5.8	-0.2	i	-2.2	-16.3	0.4	-3.6
CNC(C)C#Cc1ccc2oc3cc(C)c(C)cc3c(=O)c2c1 (stereo not given)	0.0	9.4	-1.4	3.7	i	0.8	5.2	8.3	.
NS(=O)(=O)c1ccc(CCNC(=O)/C=C/c2ccc([N+](=O)[O-])cc2)cc1	1.3	-3.2	-52.8	-4.0	-0.4	0.0	3.4	-1.9	4.2
CC1(c2nnnn2-c2ccc3c(c2)OCCO3)CCC(=O)N1CCc1ccccc1F (stereo not given)	-0.2	-4.2	-1.1	-0.3	.	.	.	.	.
CC(C(=O)N1CCN=C1c1ccccc1)N1C(=O)c2ccccc2C1=O (stereo not given)	0.0	15.2	1.3	-0.5	-0.6	-0.4	-5.8	-0.9	0.1
Cc1cc(NS(=O)(=O)c2ccc(NC(=O)c3c(F)c(F)c(F)c(F)c3F)cc2)nc(C)n1	-0.1	-2.8	-3.1	-4.7	-0.6	0.3	-11.2	3.1	-5.4
CCOC(=O)C1CCCN(C(=O)c2cncc(Br)c2)C1 (stereo not given)	.	4.7	1.4	0.4	.	-0.1	-1.6	3.1	4.3
Cn1cc(CN2CCCCC2CO)c(-c2ccc(Oc3ccccc3)cc2)n1 (stereo not given)	0.5	-3.8	0.4	-0.5	-0.9	-0.8	-3.7	14.1	0.1
COc1ccc(C)cc1C(=O)CCC(=O)N1CCN(c2ccccc2F)CC1	3.3	-1.4	1.4	1.2	-0.7	0.9	-2.3	13.3	.
COc1cc(CNCc2cccc(OC)c2OC)cc(OC)c1	1.4	-12.0	7.5	3.0	i	-0.3	0.3	6.6	2.0
CCC(=O)N1CCN(CCN=CC2=C(O)CC(C)(C)CC2=O)CC1	.	1.8	-0.8	-0.4	-0.4	-0.1	3.0	-3.6	-0.6
CCOC(=O)N1CCN(C(=O)C2c3cc(OC)c(OC)cc3C(=O)N3CCc4ccccc4C23)CC1 (stereo not given)	.	1.1	1.5	0.7	i	0.2	-1.2	12.1	-0.2
Cc1nn(C)c(Cl)c1CN1CCCC(CO)(Cc2cccc(Cl)c2)C1 (stereo not given)	0.7	-1.5	2.4	0.4	-0.6	-1.1	-0.7	10.2	2.7

(listing goes on)
SMILES	TcdB GH inh	Anthrax LF inh2	PrPC surface inh	BoNT A protease	BH1578 lux ind	PfHsp40 rescue	SSB-PriA inh	Yp Topo-I inh	3CLpro inhibitor
Cc1ccc(CNC(=O)COC(=O)c2nc(-c3ccccc3)oc2C)cc1	1.2	1.3	-2.0	-0.1	i	0.9	-14.4	4.6	.
CCC(CO)Oc1cc(NC(=O)c2ccccc2)c2ncn(C(C)C)c2c1 (stereo not given)	1.0	-6.0	-4.1	-0.4	i	-1.7	-10.0	9.5	.
CCCCC1CC(C)(C(=O)CSc2nc3ccccc3s2)OC1=O (stereo not given)	.	-0.4	0.4	0.9	0.5	0.7	-18.9	36.7	-3.8
Cc1nc2ccccn2c1C(=O)CSc1ccc(Cl)cc1Cl	.	-5.9	6.4	0.3	-0.3	0.3	-7.1	-0.1	-2.3
O=C(O)Cn1ccc2cc(S(=O)(=O)N3CCCCCC3)ccc21	1.3	-4.4	7.9	-3.1	-3.9	14.5	-0.4	2.0	1.8
CCOC(=O)c1sc(N)c(C#N)c1COC(=O)CNC(=O)c1cc(OC)c(OC)c(OC)c1	.	-5.2	1.8	0.0	i	-0.5	0.6	7.0	1.0
COc1cc(OC)cc(C(=O)NNC(=O)C2CCC2)c1	-0.2	-3.9	0.4	-0.4	-0.3	.	.	-0.5	.
Cc1onc(-c2ccccc2Cl)c1C(=O)NCc1nc(-c2ccccc2)no1	.	-5.1	9.8	-0.8	3.6	0.7	-12.4	12.6	-0.3
COc1ccc(N(C(=O)C(C)C)S(=O)(=O)c2ccc3c(c2)n(C)c(=O)n3C)cc1	.	2.0	-3.3	0.1	-12.5	0.2	-16.1	12.8	-0.2
CCc1ccc(-c2nc(CN3CCC(C(=O)N4CCN(c5ccccn5)CC4)CC3)c(C)o2)cc1	.	-9.0	-7.2	0.2	-0.7	-0.3	-13.0	0.8	5.7
O=C(COC(=O)c1ccc(Cl)c(S(=O)(=O)NCc2ccccc2)c1)NC1CC1	0.8	-1.4	6.8	4.0	i	-0.4	-7.3	8.3	.
CC(C)C(=O)N1CCC(CN=Cc2c(O)n(C3CCCCC3)c(=O)n(C3CCCCC3)c2=O)CC1	.	1.4	0.1	0.1	2.1	3.5	18.0	9.7	-0.4
COc1ccc(/C=N/NC(=O)c2ccncc2)cc1[N+](=O)[O-]	0.2	-1.9	-11.1	-0.5	-0.2	0.4	.	-1.7	2.6
COc1ccc(N=Cc2oc3ccc4ccccc4c3c2O)cc1	0.0	3.2	1.6	8.2	-0.7	-1.0	-18.2	0.1	-0.9
Cc1cc(O)c2c(C)c(CC(=O)N3CCN(C(=O)C4COc5ccccc5O4)CC3)c(=O)oc2c1 (stereo not given)	2.3	-4.3	10.4	-3.2	-4.6	-0.1	-16.6	-3.8	-2.4
O=C(CN1CCN(S(=O)(=O)c2ccc(Cl)cc2)CC1)Nc1ccc2c(c1)OCO2	.	1.0	4.2	0.0	i	-0.6	5.6	-7.4	3.2
COc1ccc(/C=C2/Sc3ccc(C(=O)N4CCc5ccccc5C4)cc3NC2=O)cc1	1.2	1.3	3.5	-0.5	-0.3	47.5*	3.0	39.1	2.7
Cn1c(CN2CCOCC2)nc2cc(NC(=O)COc3ccccc3)ccc21	1.2	-2.6	6.7	-0.6	-0.3	-0.1	-0.8	-10.4	2.3
CCN(CC)c1ccc(/C=N/NC(=O)Cc2ccc(OC)c(OC)c2)cc1	0.7	-22.9	-4.4	-5.6	-0.4	-1.4	i	10.7	0.5
CCN1CCN(C(c2cc(OC)c(OC)c(OC)c2)c2nnnn2C(C)C)CC1 (stereo not given)	.	4.0	3.8	0.0	i	0.6	-4.1	-10.9	-1.3
Cc1cccc(N2C(=O)C(O)=C(C(=O)c3cccs3)C2c2cccc(Oc3ccccc3)c2)n1 (stereo not given)	0.6	.	13.7	.	-0.5	4.6	-2.8	14.8	3.4
Cc1cc2nnc(SCc3ccccc3)n2c(N)n1	.	-4.6	10.7	-1.3	-2.0	0.9	2.5	-6.5	5.9
CC(=O)N1CC(=O)N(c2ccccc2)C1=O	1.4	-1.8	2.7	0.9	0.3	-3.0	-32.4	3.4	-0.3
COc1ccc(NC(=O)c2ccc3snnc3c2)cc1	.	-10.6	-7.1	-0.4	i	-0.3	-5.4	-4.8	2.6
Cc1ccc2c(c1)CNc1ccccc1O2	.	0.3	-0.3	-0.3	i	-1.2	8.9	-2.1	-1.4

Entries of single compounds, looked up by structure. Order of values: TcdB GH inh | Anthrax LF inh2 | PrPC surface inh | BoNT A protease | BH1578 lux ind | PfHsp40 rescue | SSB-PriA inh | Yp Topo-I inh | 3CLpro inhibitor
Cc1cc(O)c2c(C)c(CC(=O)N3CCN(C(=O)C4COc5ccccc5O4)CC3)c(=O)oc2c1 (stereo not given) is listed with 2.3 | -4.3 | 10.4 | -3.2 | -4.6 | -0.1 | -16.6 | -3.8 | -2.4
COc1ccc(/C=N/NC(=O)c2ccncc2)cc1[N+](=O)[O-] is listed with 0.2 | -1.9 | -11.1 | -0.5 | -0.2 | 0.4 | . | -1.7 | 2.6
O=C(CN1CCN(S(=O)(=O)c2ccc(Cl)cc2)CC1)Nc1ccc2c(c1)OCO2 is listed with . | 1.0 | 4.2 | 0.0 | i | -0.6 | 5.6 | -7.4 | 3.2
COc1ccc(N(C(=O)C(C)C)S(=O)(=O)c2ccc3c(c2)n(C)c(=O)n3C)cc1 is listed with . | 2.0 | -3.3 | 0.1 | -12.5 | 0.2 | -16.1 | 12.8 | -0.2
COc1cc(OC)cc(C(=O)NNC(=O)C2CCC2)c1 is listed with -0.2 | -3.9 | 0.4 | -0.4 | -0.3 | . | . | -0.5 | .

The listing continues.
SMILES	TcdB GH inh	Anthrax LF inh2	PrPC surface inh	BoNT A protease	BH1578 lux ind	PfHsp40 rescue	SSB-PriA inh	Yp Topo-I inh	3CLpro inhibitor
CCCNC(=O)CN(C)S(=O)(=O)c1ccc(F)cc1	.	5.0	-5.5	2.5	-0.2	-0.8	-11.6	0.1	2.7
COc1cc2c(c(OC)c1OC)-c1c(cc3c(c1OC)OCO3)C[C@H](C)[C@@](C)(O)C2	1.0	10.7	-8.8	-0.2	-0.7	0.6	-11.3	11.7	.
Cc1cc2c(cc1S(=O)(=O)N1CCN(c3ccc(Cl)cc3)CC1)OCCN2C	3.7	-7.0	5.7	-1.5	-0.3	0.6	7.8	31.4	5.7
Cc1ccc(NC(=O)c2oc3ccc(S(=O)(=O)N4CCOCC4)cc3c2C)c(C)c1	2.9	-0.4	-8.2	-0.6	-0.4	-1.0	-12.0	10.8	1.1
Cn1c(NC(=O)/C=C/c2ccc(Cl)c(Cl)c2)cc(=O)n(C)c1=O	.	-0.5	-0.9	0.0	-0.2	-1.4	-10.4	-12.4	5.1
COCCCNC(=O)CSc1nc2ccccc2c(=O)n1CCC(=O)NCCc1ccc(OC)c(OC)c1	0.9	-7.1	-5.3	-0.3	-0.3	0.6	-17.3	-3.3	-2.4

Bioassay records as filed in PubChem BioAssay.
